Screening data (PubChem)
IL-2 act = activates IL-2 in a cell-based reporter assay; activation, % (series mostly up to about 46 µM); IL-2 activation reporter assay, cell-based qHTS; stimulated with anti-CD3/CD4/CD28 beads; in transgenic mouse T cells; AID 652025; 360,000 tested, 0.065% active; in the data active = activation above about 50%; inconclusive = mostly about 30% to 49%; note: 0% is about no effect
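Readout: EGFP and DsRed signals by fluorescent plate cytometry. Unstimulated transgenic mouse T cells received compound 60 min before antibody-bead stimulation, then incubated 18 h at 37 degrees C.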
WRN helicase inh = WRN helicase (human) inhibition; 360,000 tested, 0.46% active; WRN helicase unwinding, fluorescent forked duplex, kinetic; Potency, µM (titrated, usually from 114 µM), inactives show at the highest dose activity change, negative = inhibition, usual class: inhibitors; AID 651768; note: potency is the fitted concentration of half-maximal effect; % is set by controls: 0 for no effect and ±100 for the full control effect; nearly all actives have a fitted effect of over 55% in size
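WRN at 20 nM final was preincubated with compound for 15 min at room temperature; reaction started with 100 nM forked duplex oligonucleotide carrying fluorophore and quencher plus 2 mM ATP (final). Unwinding followed kinetically by red fluorescence (ex 525/em 598 nm).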
EPAC1 antagonist = EPAC1 (human) antagonism; O95398; EPAC1 GEF assay, Rap1b-BODIPY-GDP exchange fluorescence; Potency, µM (highest dose often 115 µM), for the others: top-dose activity change, negative = inhibition, hits mostly inhibitors; 360,000 tested, 0.14% active;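 note: potency is the fitted concentration of half-maximal effect; plate controls were vehicle for no effect and positive control for full effect; nearly all actives have a fitted effect of over 50% in size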
Abeta yeast res = A-beta toxicity reversal in yeast; yeast expressing A-beta42, growth rescue, OD600, 48 h; response scale: 0% DMSO, 100% iron-clioquinol control; Potency, µM (highest dose often 46.1 µM), without a hit: at the highest dose growth rescue, usual class: activators; 410,000 tested, 0.063% active; note: potency is the fitted concentration of half-maximal effect; nearly all actives have a fitted effect of over 55% in size
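Yeast A-beta toxicity model in growth medium with pinned compounds, 48 h at 30 C; growth read as absorbance at 600 nm. Normalized to FeCl3/clioquinol equimolar mix (positive) and DMSO (negative).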
FUS suppressor = FUS proteinopathy suppression in yeast. S. cerevisiae FUS-expressing, growth rescue, OD600, 24 h. Potency, µM (top dose mostly 76.6 µM), for the others: at the top dose growth rescue (activation), hits mostly activators. 390,000 tested, 0.24% active. AID 1347120;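 note: potency is the fitted concentration of half-maximal effect; plate controls were DMSO vehicle for no effect and reference control for full effect; nearly all actives have a fitted effect of over 55% in size; some results filed as inactive show a strong effect at the top dose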
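Galactose (2%) drives FUS expression in yeast precultured in raffinose; seeding density OD 0.005. Test compounds incubated 24hr at 30C and 99% humidity before absorbance at 600 nm was measured.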
PI5P4K alpha inh = PI5P4K alpha (human) kinase inhibition; max response, %; PI5P4Kalpha enzyme, ADP-Glo luminescence, 60 min; active compounds read low; AID 652105; 330,000 tested, 1.2% active; P48426; active = max response of -50% or lower; inconclusive = between -30% and -50%; inactive = -30% or higher; note: value at the top dose of about 77 µM; % is set by controls: 0 for no effect and ±100 for the full control effect
Target sequence (P48426 whole entry, looked up): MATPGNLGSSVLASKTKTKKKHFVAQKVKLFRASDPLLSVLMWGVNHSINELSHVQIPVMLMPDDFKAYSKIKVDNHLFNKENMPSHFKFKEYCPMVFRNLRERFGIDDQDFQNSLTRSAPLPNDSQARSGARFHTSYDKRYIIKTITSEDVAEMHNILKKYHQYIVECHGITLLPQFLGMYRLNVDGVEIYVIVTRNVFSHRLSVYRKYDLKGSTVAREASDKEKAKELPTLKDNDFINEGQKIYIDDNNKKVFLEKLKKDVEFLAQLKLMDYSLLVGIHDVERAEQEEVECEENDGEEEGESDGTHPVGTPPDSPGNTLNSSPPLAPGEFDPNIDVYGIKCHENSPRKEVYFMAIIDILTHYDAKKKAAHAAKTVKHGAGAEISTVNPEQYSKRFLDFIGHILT
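Single end-point luminescence (ADP-Glo) quantified ADP from PI5P4Kalpha turnover; ATP 5 microM final, 1 h at RT, 0.1% CHAPS and 0.28 mM EGTA in HEPES pH 7.4.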
EPAC1 ag = activates human EPAC1 exchange factor | AID 720707 | EPAC1 agonist qHTS, biochemical assay; response scale: 100% = response to 6.5 mM cAMP | Potency, µM (series often up to 154 µM), without a hit: top-dose activation, most hits filed as activators | 360,000 tested, 0.073% active | O95398; note: potency is the fitted concentration of half-maximal effect; nearly all actives have a fitted effect of over 60% in size
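Compounds were pinned as a concentration titration into mixtures of EPAC1 (100 nM), BODIPY-GDP-loaded Rap1B (250 nM) and GDP (50 uM). After 5 min at room temperature, fluorescence was followed for 30 min; activity was scaled to 6.5 mM cAMP.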
PLK1 PBD inh = inhibitors of human PLK1 polo-box domain binding | P53350 | Plk1 PBD binding of FITC phosphopeptide, fluorescence polarization | Potency, µM, without a hit: max response, negative = inhibition, hits mostly inhibitors | 360,000 tested, 2.8% active | AID 720504; note: potency is the fitted concentration of half-maximal effect; series mostly up to about 57 µM; % is set by controls: 0 for no effect and ±100 for the full control effect; nearly all actives have a fitted effect of over 65% in size
Target sequence (P53350 whole entry, looked up, the tested form may be a part): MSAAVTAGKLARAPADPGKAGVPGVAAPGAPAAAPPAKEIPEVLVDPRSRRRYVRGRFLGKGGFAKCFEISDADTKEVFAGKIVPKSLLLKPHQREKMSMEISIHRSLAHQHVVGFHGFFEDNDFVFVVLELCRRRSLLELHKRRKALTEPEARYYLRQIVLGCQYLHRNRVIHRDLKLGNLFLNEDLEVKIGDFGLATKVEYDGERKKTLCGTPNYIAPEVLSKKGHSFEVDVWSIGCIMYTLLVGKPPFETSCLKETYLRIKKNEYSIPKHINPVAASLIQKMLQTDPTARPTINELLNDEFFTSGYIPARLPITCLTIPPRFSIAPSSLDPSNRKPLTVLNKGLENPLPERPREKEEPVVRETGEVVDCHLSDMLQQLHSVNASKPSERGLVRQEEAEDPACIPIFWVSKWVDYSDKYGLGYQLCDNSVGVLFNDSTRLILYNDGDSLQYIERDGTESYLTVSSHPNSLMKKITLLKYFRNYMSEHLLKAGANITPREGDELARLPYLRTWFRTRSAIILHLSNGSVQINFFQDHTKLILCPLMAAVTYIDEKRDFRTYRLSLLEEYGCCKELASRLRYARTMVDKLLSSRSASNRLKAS
Starred values were filed as active, the others as inactive; ? = inconclusive; nt = not tested or not shown; [ ] = dose if it differs, or a comment. Unless noted, calls come from the whole dose curve; as a rule, active = well fitted curve in the direction sought with a large enough effect; inconclusive = small, poorly fitted or top-dose-only effect, or another doubt; inactive = no such curve, though single readings can be large; an effect the other way counts as inactive or inconclusive.

The opening 9 compounds as a preview:
No.	molecule	IL-2 act	WRN helicase inh	EPAC1 antagonist	Abeta yeast res
1	CCCCCCCCCCCCCCCC(=O)OC/C=C(C)/C=C/C=C(C)/C=C/C1=C(C)CCCC1(C)C	1.3	-4%	-24%	1%
2	O=C(NCc1ccco1)c1ccc(COc2cc(Cl)ccc2Cl)cc1	0.6	-13%	-19%	-12%
3	COc1ccc(NC(=O)CSCC(=O)N(C)Cc2ccc3c(c2)OCCO3)cc1	4.2	3%	4%	13%
4	Cc1ccccc1C(=O)c1cn[nH]c1-c1ccccc1O	2.4	-1%	-1%	-3%
5	CC(C)(C)c1ccccc1NC(=O)N1CCNC(=O)C1CC(=O)Nc1ccc(F)cc1 (stereo unspecified)	-0.3	-3%	1%	-8%
6	O=c1c(-c2ccc(Cl)cc2)c[nH]n1-c1ccccc1	0.6	7%	-18%	-5%
7	CCOC(=O)c1cc(CC)sc1/N=C/C1=C(O)CCCC1=O	-2.4	-21%	3%	-3%
8	CCOC(=O)c1sc(NC(=O)CNCc2cccnc2)c(C(=O)OCC)c1C	-0.8	4%	-3%	-13%
9	O=c1c2ccccc2nc(-c2ccco2)n1CCCn1ccnc1	-1.5	0%	-11%	-6%

No.	FUS suppressor	PI5P4K alpha inh	EPAC1 ag	PLK1 PBD inh
1	4%	-5	-37%[inhibitor]	-13%
2	-10%	-9	14%	-7%
3	nt	-6	7%	-2%
4	-17%	10	3%	-2%
5	15%	5	2%	-1%
6	-34%	1	-5%	-7%
7	nt	1	4%	-2%
8	-2%	0	6%	-1%
9	22%	nt	-1%	-2%

This part in full, repeating the preview:
No.	molecule	IL-2 act	WRN helicase inh	EPAC1 antagonist	Abeta yeast res
1	CCCCCCCCCCCCCCCC(=O)OC/C=C(C)/C=C/C=C(C)/C=C/C1=C(C)CCCC1(C)C	1.3	-4%	-24%	1%
2	O=C(NCc1ccco1)c1ccc(COc2cc(Cl)ccc2Cl)cc1	0.6	-13%	-19%	-12%
3	COc1ccc(NC(=O)CSCC(=O)N(C)Cc2ccc3c(c2)OCCO3)cc1	4.2	3%	4%	13%
4	Cc1ccccc1C(=O)c1cn[nH]c1-c1ccccc1O	2.4	-1%	-1%	-3%
5	CC(C)(C)c1ccccc1NC(=O)N1CCNC(=O)C1CC(=O)Nc1ccc(F)cc1 (stereo unspecified)	-0.3	-3%	1%	-8%
6	O=c1c(-c2ccc(Cl)cc2)c[nH]n1-c1ccccc1	0.6	7%	-18%	-5%
7	CCOC(=O)c1cc(CC)sc1/N=C/C1=C(O)CCCC1=O	-2.4	-21%	3%	-3%
8	CCOC(=O)c1sc(NC(=O)CNCc2cccnc2)c(C(=O)OCC)c1C	-0.8	4%	-3%	-13%

No.	FUS suppressor	PI5P4K alpha inh	EPAC1 ag	PLK1 PBD inh
1	4%	-5	-37%[inhibitor]	-13%
2	-10%	-9	14%	-7%
3	nt	-6	7%	-2%
4	-17%	10	3%	-2%
5	15%	5	2%	-1%
6	-34%	1	-5%	-7%
7	nt	1	4%	-2%
8	-2%	0	6%	-1%

The listing continues.
No.	molecule	IL-2 act	WRN helicase inh	EPAC1 antagonist	Abeta yeast res
9	O=c1c2ccccc2nc(-c2ccco2)n1CCCn1ccnc1	-1.5	0%	-11%	-6%
10	COc1ccc(NC(=O)C(=O)NNC(=O)c2cccs2)cc1	-2.9	-7%	?	2%
11	O=C(CSc1ncccn1)N/N=C/c1cccc(OC2CSC2)c1	1.0	1%	-7%	0%
12	CS(=O)(=O)N1CCN(c2ccc(C(=O)NC34CC5CC(CC(C5)C3)C4)cc2[N+](=O)[O-])CC1	0.9	-19%	-3%	7%
13	O=C(NCCC1CCCCN1S(=O)(=O)c1ccc(F)cc1)C(=O)NCc1ccccn1 (stereo unspecified)	-0.3	-16%	-9%	-10%
14	Cc1ccc(NC(=O)CN(C)C(=O)c2ccc(OCc3c(C)noc3C)cc2)cc1	-2.0	8%	8%	9%
15	CN1CCC(Oc2ccc(Sc3ccccc3)cc2)CC1	-3.5	-18%	0%	-15%
16	CC(C)c1nnc(N2C(=O)c3oc4ccccc4c(=O)c3C2c2ccco2)s1 (stereo unspecified)	0.0	-4%	-13%	9%

No.	FUS suppressor	PI5P4K alpha inh	EPAC1 ag	PLK1 PBD inh
9	22%	nt	-1%	-2%
10	0%	-7	-6%	-12%
11	-36%	-1	-8%	-6%
12	nt	-12	3%	27µM*
13	11%	5	-4%	-8%
14	0%	-6	3%	0%
15	nt	7	3%	0%
16	3%	-1	0%	-7%

(next part)
No.	molecule	IL-2 act	WRN helicase inh	EPAC1 antagonist	Abeta yeast res
17	COc1ccc(CCNC(=O)c2cc(-c3ccc4c(c3)OCO4)on2)cc1OC	-0.8	2%	2%	1%
18	CCOc1ccc(NC(=O)c2ccc(Br)o2)c([N+](=O)[O-])c1	4.4	0%	8%	5%
19	CCc1cc2c(Sc3nc4ccccc4s3)ncnc2s1	0.5	-4%	-4%	18%
20	COc1cc(C(=O)NCCC(=O)NC2CCCCC2)cc(OC)c1OC	-3.5	2%	6%	-8%
21	CCc1ccc(C(=O)/C=C2\Sc3ccccc3NC2=O)cc1	-2.4	-27%	-18%	-8%
22	COc1ccccc1C(=O)Nc1ccc(S(=O)(=O)Nc2cc(C)on2)cc1	1.0	0%	13%	10%
23	Cc1cc(C)n(CC(O)CN2c3ccccc3Sc3ccccc32)n1 (stereo unspecified)	-2.7	-6%	-22%	9%
24	COc1ccc(NS(=O)(=O)c2cccc(C(=O)NCc3cccnc3)c2)cc1	-3.1	7%	14%	-6%

No.	FUS suppressor	PI5P4K alpha inh	EPAC1 ag	PLK1 PBD inh
17	0%	nt	0%	-3%
18	5%	1	-2%	15%
19	-12%	8	-2%	-9%
20	6%	1	-2%	-11%
21	nt	-28	-7%	?
22	-24%	-6	-5%	-1%
23	?	5	21%	-6%
24	3%	8	-3%	-5%

Later entries
No.	molecule	IL-2 act	WRN helicase inh	EPAC1 antagonist	Abeta yeast res
25	Nc1cc2c(cc1[N+](=O)[O-])OCCO2	-0.6	-14%	-6%	17%
26	CCOC(=O)c1ccccc1NC(=O)c1cn(CC)c2nc(C)ccc2c1=O	1.4	6%	-13%	18%
27	COc1ccc(C)cc1Nc1nc(C)nc2c1oc1ccccc12	-2.7	-19%	-22%	7%
28	CCc1cccc(C)c1NC(=S)N1CCCC1C(=O)O (stereo unspecified)	-2.0	11%	-3%	-14%
29	Cc1cccc(C2c3[nH]c4ccccc4c3CCN2C(=O)c2cn(C)c3ccccc3c2=O)n1 (stereo unspecified)	-3.4	-15%	?	0%
30	COC(=O)c1sccc1NC(=O)c1ccc(Cl)cc1	-3.3	-2%	-8%	-7%
31	CCOc1ccc2nc(NC3=NC(C)(C)C=C(C)N3)nc(C)c2c1	-3.3	86%[activator]	5%	-2%
32	O=C(NCCO)c1cccc(-c2cccc3nncn23)c1	-0.3	2%	-11%	-22%

No.	FUS suppressor	PI5P4K alpha inh	EPAC1 ag	PLK1 PBD inh
25	nt	-7	-8%	4%
26	1%	-6	9%	27µM*
27	24%	-1	-12%	-22%
28	4%	0	-4%	-9%
29	nt	3	-14%	-4%
30	-32%	17	-2%	-7%
31	21%	-1	2%	-10%
32	-17%	1	1%	-8%

(cont.)
No.	molecule	IL-2 act	WRN helicase inh	EPAC1 antagonist	Abeta yeast res
33	CC(=O)O[C@H]1[C@H](O)[C@H](Oc2c(O)c(C)c3c4c2[C@@H](C)CC[C@@H]4[C@@H](C)C[C@H]3C=C(C)C)O[C@@H](C)[C@H]1O	-0.4	-12%	-28%	-63%[inhibitor]
34	Cc1ccc(Cl)cc1NC(=S)N(Cc1cccs1)C1CCCC1	0.2	3%	-12%	-14%
35	Cc1ccccc1OCC(O)CN1CCCCC1 (stereo unspecified)	1.3	4%	-9%	-4%
36	CCC(C)Nc1c([N+](=O)[O-])cc(C)cc1[N+](=O)[O-] (stereo unspecified)	-0.4	1%	7%	0%
37	Cc1cccc(C)c1N1C(=O)c2ccccc2NC(=O)C1C(=O)Nc1ccc2c(c1)OCCO2 (stereo unspecified)	-0.7	0%	4%	-1%
38	CC1CCN(C(=O)CS(=O)(=O)Cc2ccccc2)CC1	1.8	7%	8%	1%
39	COc1cc(C2c3c(-c4ccccc4)n[nH]c3C(=O)N2c2ccc(C(=O)O)cc2)ccc1O (stereo unspecified)	-0.1	0%	-10%	12%
40	CN(CC(=O)Nc1ccc(Cl)c(C(F)(F)F)c1)C(=O)C1CC(=O)N(CCc2ccccc2)C1 (stereo unspecified)	-4.1	-4%	-6%	22%

No.	FUS suppressor	PI5P4K alpha inh	EPAC1 ag	PLK1 PBD inh
33	?	86	-34%[inhibitor]	-17%
34	-20%	-7	0%	3%
35	-1%	-6	-1%	3%
36	nt	-8	10%	0%
37	8%	5	-16%	-2%
38	4%	-9	4%	-11%
39	-6%	-6	2%	?
40	33%	17	-6%	2%

Going on with the list.
No.	molecule	IL-2 act	WRN helicase inh	EPAC1 antagonist	Abeta yeast res
41	O=C(NCCC1CCCC1)C1CCC(=O)N(CCCN2CCCC2=O)C1 (stereo unspecified)	-0.5	-3%	-14%	7%
42	COc1ccc(CN(C)S(=O)(=O)c2ccc3c(c2)OCCO3)cc1	-2.9	-12%	-9%	-17%
43	O=C1c2[nH]nc(-c3ccccc3O)c2C(c2cccc(O)c2)N1Cc1ccco1 (stereo unspecified)	0.3	2%	4%	17%
44	CCOc1ccccc1NC(=O)COC(=O)c1cc(C)oc1C	0.4	-16%	-8%	-6%
45	COC(=O)c1cc(Cl)c(NC(=O)/C=C/c2ccc(Cl)cc2)cc1OC	-0.7	-9%	9%	-12%
46	Cn1c(-c2cccc([N+](=O)[O-])c2)[n+](C)c2ccccc21	0.7	1%	12%	-14%
47	COCCN(C(=S)Nc1cc(C)cc(C)c1)C(C)c1cccnc1 (stereo unspecified)	-0.4	-5%	2%	5%

No.	FUS suppressor	PI5P4K alpha inh	EPAC1 ag	PLK1 PBD inh
41	-7%	0	10%	-21%
42	nt	1	9%	0%
43	36%	2	1%	2%
44	-2%	6	4%	4%
45	?	nt	-7%	3%
46	-43%	3	1%	-2%
47	20%	5	-5%	-2%
